Tb PYK inh = T. brucei pyruvate kinase inhibition | AID 624173 | Potency, µM (highest dose often 76.8 µM), inactives show at the top dose activity, negative = inhibition, usual class: inhibitors | actives 0.12% (n = 410,000) | TbPYK enzyme, Kinase-Glo Plus ATP luminescence, 45 min; also: potency is read from the fitted curve at half-maximal effect; nearly all actives have a fitted effect of over 50% in size
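Screened from lowest to highest concentration, compounds were pinned into TbPYK/substrate mixtures, and ADP (130 uM final) was added. Plates sat at room temperature for 45 min prior to Kinase-Glo Plus detection by luminescence.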
AMA1 RON2 block = AMA1-RON2 (P. falciparum) interaction inhibition; actives 0.2% (n = 360,000); AlphaScreen AMA1-biotinylated RON2 peptide binding; Potency, µM (doses to about 58.2 µM), for inactives: at the highest dose activity change, negative = inhibition, hits mostly inhibitors;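 also: potency is read from the fitted curve at half-maximal effect; 0% = vehicle wells and -100% = peptide control; nearly all actives have a fitted effect of over 45% in size; some results filed as inactive show a strong effect at the top dose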
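AMA1 (3D7) with his tag at 25 nM final met compounds first, then biotinylated RON2 peptide at 25 nM; detection used donor plus acceptor beads, 10 µg/mL apiece, read by AlphaScreen after 30 min at room temperature.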
AmpC inh no detg = blocks E. coli AmpC beta-lactamase in detergent-free assay | AmpC nitrocefin hydrolysis, absorbance 480 nm, 0.0001% Triton | Potency, µM (series often up to 57.1 µM), inactives show top-dose activity change, negative = inhibition, hits mostly inhibitors | actives 0.52% (n = 330,000) | AID 485341;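 also: potency is read from the fitted curve at half-maximal effect; plate controls were no compound for no effect and no enzyme for full effect; nearly all actives have a fitted effect of over 20% in size; some results filed as inactive show a strong effect at the top dose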
Target sequence (P00811 whole entry, looked up): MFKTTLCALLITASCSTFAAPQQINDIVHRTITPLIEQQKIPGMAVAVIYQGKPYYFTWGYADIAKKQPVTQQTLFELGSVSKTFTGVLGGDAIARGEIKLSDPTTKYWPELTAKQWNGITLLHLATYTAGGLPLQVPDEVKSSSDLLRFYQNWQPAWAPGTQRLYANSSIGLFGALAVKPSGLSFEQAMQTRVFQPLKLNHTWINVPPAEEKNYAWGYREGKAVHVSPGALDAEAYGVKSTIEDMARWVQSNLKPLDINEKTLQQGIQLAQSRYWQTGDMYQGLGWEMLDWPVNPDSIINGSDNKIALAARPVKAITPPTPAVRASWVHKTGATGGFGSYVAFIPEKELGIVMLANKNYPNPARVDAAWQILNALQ
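20 mM phosphate pH 7.0 + 0.01% (detergent screen) or 0.0001% Triton X-100; 5.3 nM AmpC reagent; cpd preinc 15 min RT; nitrocefin (800 uM stock) to start; A480 q20 s × 4 min; Activity was normalised to no-enzyme and no-compound control wells.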
AmpC inh detg = AmpC beta-lactamase inhibition with detergent present; P00811; AmpC hydrolysis of nitrocefin, absorbance 480 nm, 0.01% Triton; Potency, µM (top dose mostly 114 µM), without a hit: at the highest dose activity change, negative = inhibition, hits mostly inhibitors; actives 0.041% (n = 370,000);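 also: potency is read from the fitted curve at half-maximal effect; 0% = no-compound wells and -100% = no-enzyme wells; nearly all actives have a fitted effect of over 25% in size; some results filed as inactive show a strong effect at the top dose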
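20 mM phosphate pH 7.0 + 0.01% (detergent screen) or 0.0001% Triton X-100; 5.3 nM AmpC reagent; cpd preinc 15 min RT; nitrocefin (800 uM stock) to start; A480 q20 s × 4 min; Activity was normalised to no-enzyme and no-compound control wells.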
HCV inh = blocks hepatitis C virus; actives 3.4% (n = 340,000); Potency, µM (titrated, usually from 41.8 µM), inactives show at the highest dose activity change, negative = inhibition, actives largely listed as inhibitors; Huh7.5.1 HCVcc-Cre infection, luciferase reporter, 44 h; also: potency is read from the fitted curve at half-maximal effect
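Infectious HCV cell culture screen: compound-treated cells (1,000/well, pre-plated 4 h) are infected with HCVcc-Cre at roughly 0.5 moi and grown 44 h. Infection is quantified by luciferase signal after 15 min substrate incubation at room temperature.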
LmPK inh = LmPK (Leishmania mexicana) enzyme inhibition. purified LmPK, Kinase-Glo ATP luminescence, 1 h. Q27686. actives 0.37% (n = 290,000). Potency, µM (doses to about 57.5 µM), for the others: at the highest dose activity change, negative = inhibition, hits mostly inhibitors. AID 1721; also: potency is read from the fitted curve at half-maximal effect
Target sequence (Q27686 whole entry, looked up): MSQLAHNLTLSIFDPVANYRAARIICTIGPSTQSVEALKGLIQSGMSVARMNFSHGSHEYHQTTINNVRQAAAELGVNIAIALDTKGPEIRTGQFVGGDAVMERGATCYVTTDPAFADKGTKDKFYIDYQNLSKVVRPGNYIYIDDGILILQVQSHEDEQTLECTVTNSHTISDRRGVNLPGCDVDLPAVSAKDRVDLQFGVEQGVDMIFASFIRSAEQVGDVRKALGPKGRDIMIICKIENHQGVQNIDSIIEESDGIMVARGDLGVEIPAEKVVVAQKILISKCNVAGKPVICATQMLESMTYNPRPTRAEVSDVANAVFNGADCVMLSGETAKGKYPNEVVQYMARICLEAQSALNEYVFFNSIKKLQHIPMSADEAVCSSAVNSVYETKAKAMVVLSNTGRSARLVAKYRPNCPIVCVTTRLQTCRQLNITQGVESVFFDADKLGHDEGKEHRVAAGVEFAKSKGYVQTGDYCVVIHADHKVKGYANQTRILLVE
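Screened at intermediate enzyme activity to detect both inhibitors and activators: LmPK at 0.1 nM, with a 0.5 nM enzyme column as activation reference. PEP 0.5 mM, ADP 0.1 mM; ATP detected by luminescence after 1 h.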
HCMV inh = blocks human cytomegalovirus replication | actives 4.5% (n = 410,000) | HFF cells, HCMV-luciferase reporter, 72 h; active compounds read low | activity change, negative = inhibition, % at 57.5 µM; in the data active = activity change below about -60%; inconclusive = no clear call, values can overlap the other calls; inactive = above about -39%
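After 16 h attachment at 37C, HFF cells received test compound and HCMV-luciferase (1 PFU/cell); reporter luminescence read 72 h later, data normalized against buffer-only and known inhibitor Salinomycin.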
Starred values were filed as active, the others as inactive; ? = inconclusive; · = no result given; [ ] = another dose, or the depositor's remark. Unless noted, calls follow the shape of the dose curve; as a rule, active = well fitted curve in the direction sought with a large enough effect; inconclusive = small, poorly fitted or top-dose-only effect, or another doubt; inactive = no such curve, though single readings can be large; an effect the other way counts as inactive or inconclusive. Unless noted, % is scaled to controls: 0 for no effect and ±100 for the full control effect.

SMILES	Tb PYK inh	AMA1 RON2 block	AmpC inh no detg	AmpC inh detg	HCV inh	LmPK inh	HCMV inh
O=C(Nc1cc(=O)[nH]c2ncnn12)c1ccc(Cl)cc1Cl	-2%	4%	-23%	2%	4%	-18%	-8
O=C(O)C1CCCC2CN3CCc4c([nH]c5ccccc45)C3C(O)C21 (stereo not drawn)	-7%	-3%	-12%	?	-27%	-6%	-72*
CCn1c(SCc2nc3sc(C(=O)O)c(C)c3c(=O)[nH]2)nnc1-c1ccc(Cl)cc1	-3%	4%	0%[2.29 µM]	4%	9%	1%	-35
COc1ccc(NC(=O)CSc2nc3ccccc3c(=O)n2CCNC(C)=O)c(OC)c1	7%	0%	-3%	-15%	0%	4%	-8
Cc1ccc(S(=O)(=O)Nc2ccc3c(c2)C(=O)c2ccccc2-3)cc1	10%	0%	·	·	·	·	?
CN(Cc1ccco1)C(=O)CN1C(=O)NC(c2ccccc2)(c2ccccc2)C1=O	-13%	-16%	9%	-7%	25%	·	-26
CCCCN(Cc1cc2ccccc2[nH]c1=O)S(=O)(=O)c1ccc(C)cc1	-1%	-4%	-19%	-10%	?	-3%	?
CCOc1ccc(C(C)C)cc1S(=O)(=O)N1CCN(C(=O)c2ccco2)CC1	-3%	-4%	151%[activator]	1%	6%	-1%	1
CCc1nnc(SCc2cccc(Cl)c2)c2cc3sccc3n12	4%	·	·	0%	·	·	23
COc1ccc(NS(=O)(=O)c2cccc(Cl)c2Cl)cc1S(=O)(=O)N1CCCCC1	-21%	19%	-13%	-6%	-19%	3%	-21

Entries of single compounds, looked up by structure:
O=C(O)C1CCCC2CN3CCc4c([nH]c5ccccc45)C3C(O)C21 (stereo not drawn) reads Tb PYK inh: -7%; AMA1 RON2 block: -3%; AmpC inh no detg: -12%; AmpC inh detg: ?; HCV inh: -27%; LmPK inh: -6%; HCMV inh: -72*
COc1ccc(NC(=O)CSc2nc3ccccc3c(=O)n2CCNC(C)=O)c(OC)c1 reads Tb PYK inh: 7%; AMA1 RON2 block: 0%; AmpC inh no detg: -3%; AmpC inh detg: -15%; HCV inh: 0%; LmPK inh: 4%; HCMV inh: -8

The list continues:
SMILES	Tb PYK inh	AMA1 RON2 block	AmpC inh no detg	AmpC inh detg	HCV inh	LmPK inh	HCMV inh
O=C(O)c1cccc(O)c1O	-1%	4%	·	·	-10%	·	11
CC1CC(C)CN(CCCNC(=O)Cn2ncc3c(=O)oc4ccccc4c32)C1 (stereo not drawn)	-2%	15%	-2%	-8%	1%	7%	-8
CCC(=Nc1ccc(OC)cc1OC)c1c(O)n(C)c(=O)n(C)c1=O	3%	8%	102%[activator]	?	?	7%	-25
O=C(Nc1ccccc1C(=O)Nc1ccccn1)c1cc(F)c(F)cc1Cl	7%	10%	-17%	-14%	?	-6%	-16
O=C(CSCc1ccc([N+](=O)[O-])cc1)Nc1ccccc1C(=O)O	8%	15%	-28%	-1%	7%	0%	-17
CCCC(=O)c1ccc(N2CCN(C(=O)c3ccc(Br)cc3)CC2)c(F)c1	0%	?	-9%	-8%	?	6%	-32
C/C(=C\C(=O)c1ccccc1)Nc1ccc(Cl)c(Br)c1	-4%	0%	·	·	7%	·	20
CC(C)c1ccc(/C=N/NC(=O)c2nnn(-c3nonc3N)c2CSC2=NCCS2)cc1	-5%	2%	?	1%	11µM*	1%	-21
CCOC(=O)C1CCCN(C(=O)c2ccc([N+](=O)[O-])c(C)c2)C1 (stereo not drawn)	-11%	22%	-2%	?	4%	-1%	28
COc1ccc(NC(=O)Nn2cnnc2)cc1OC	-8%	-4%	-1%	-1%	14%	-5%	-27
Cc1ccc2[nH]c(CSc3nnc(NC(=O)c4ccc(Cl)cc4)s3)cc(=O)c2c1	-4%	·	·	7%	·	·	9
Cc1ccccc1OCCN1C(=O)C(=O)c2cccc(C)c21	4%	-10%	-21%	-15%	?	2%	-38
Cc1cccc(OCc2nnc(SCc3nc4cc(C(F)(F)F)ccc4c(=O)[nH]3)o2)c1	0%	59%[activator]	-34%	-2%	-20%	0%	37
O=C(Nc1cccc(S(=O)(=O)N2CCCCC2)c1)C1=NN(c2ccccc2)C(=O)CC1	-1%	-11%	1%	6%	6%	·	0
CN(Cc1ccccc1)c1nc(CN2CCOCC2)nc2scc(-c3ccccc3)c12	0%	-13%	292%[activator]	-14%	11%	2%	-33
CCN1C(=O)C(=O)N(CC(=O)Nc2cccc(C(F)(F)F)c2)C1=O	-1%	17%	2%	·	12%	·	3
Cc1cccc(N2CCN(C(=O)CS(=O)(=O)Cc3nc(-c4ccccc4F)oc3C)CC2C)c1 (stereo not drawn)	3%	-9%	222%[activator]	?	13µM*	5%	-31
CCN(CC(=O)Nc1ccc(NC(C)=O)cc1)C(=O)Cc1ccccc1F	0%	-17%	-22%	-8%	11%	4%	-4
CC(C)(C)CN1CCC(Oc2cccc(C(=O)NCCCOc3cccnc3)c2)CC1	0%	8%	6%	-1%	-27%	5%	44
O=C(Nc1cc(C(F)(F)F)ccc1F)C1CCCCC1	29%	2%	-13%	2%	23%	12%	-106*
CN=C(NC(=O)Nc1c(C)cccc1C)NC(=O)Nc1c(C)cccc1C	2%	34%[activator]	-35%	?	3%	4%	-21
CCCCn1nc2cc(C(=O)NCc3ccc(C(F)(F)F)cc3C(F)(F)F)ccc2c1OCC	-8%	6%	-28%	2%	?	-4%	-26
Clc1ccc(-n2nnc(-c3nccs3)n2)cc1Cl	?	13%	-31%	4%	15%	-3%	19
Cc1c2ccccc2nc2c(F)c(NC(C)C)c(F)c(F)c12	-7%	13%	-20%	?	?	2%	37
Cc1nc(CC(=O)N2CCN(S(=O)(=O)c3ccccc3C#N)CC2)cs1	3%	-18%	-9%	?	15%	6%	16
Cc1ccc(OCCC(=O)OC(C)C(=O)NC2CC2)cc1 (stereo not drawn)	1%	3%	-12%	-17%	7%	·	-6
CSCC(=O)Nc1nc(-c2ccc3c(c2)OCCO3)cs1	-3%	-21%	-47%	-2%	2%	9%	73
O=S(=O)(Nc1cccc2c1ccc1cccn12)c1cccs1	1%	?	-53%	2%	-11%	9%	-6
Cc1ccc(N(Cc2ccc([N+](=O)[O-])cc2)C(=O)c2ccco2)cc1	1%	-13%	-18%	-1%	-6%	6%	-8
Cc1ccc(-n2c(SCC(=O)NCc3ccco3)nnc2-c2cccnc2)c(C)c1	-11%	-5%	-38%	5%	-7%	-1%	-16
O=C(CSc1ncnc2sc3c(c12)CCCC3)c1ccccc1	0%	18%	-15%	4%	-27%	1%	-32
COc1ccc2c(c1)C(C)CC(C)(C)N2C(=O)CSc1nc2ccccc2s1 (stereo not drawn)	2%	5%	-26%	?	?	-1%	84
COc1cc(C)ccc1OCC(=O)NC1CCCCCC1	-12%	4%	2%	?	-2%	·	20
O=C(COc1c(Br)cc(Br)cc1Br)N/N=C/c1ccco1	7%	86%[activator]	-22%	-15%	5%	-9%	·
CN(CCC1CCOCC1)C(=O)C1CCC(=O)N(CCc2ccccc2)C1 (stereo not drawn)	6%	-1%	2%	-5%	0%	-11%	4
Cn1c(=O)n(C)c2cc(/C=N/n3cnnc3)ccc21	7%	-7%	-32%	?	5%	-5%	152
COc1ccccc1-c1ccc(SCC(=O)NC2CCCC2)nn1	1%	9%	?	?	-11%[8.37 µM]	·	-7
CCc1nnc(NC(=O)C23CC4CC(CC(C4)C2)C3)s1	7%	0%	-19%	-16%	12%	-1%	78
CC(=O)Nc1ccc(-c2ccnc3c2CC(C(=O)Nc2cccc(OC(F)(F)F)c2)O3)cc1 (stereo not drawn)	5%	-9%	·	·	·	·	-13
Cc1ccc(CN2CCSc3ccc(C(=O)NCC(C)c4ccccc4)cc32)cc1 (stereo not drawn)	3%	·	·	11%	·	·	16
COc1ccc(OC)c(NC(=O)CSc2nc3cccnc3n2C)c1	3%	-11%	-6%	0%	?	1%	17
CCCCC(=O)Nc1cccc(-c2cn3ccsc3n2)c1	-7%	32%[activator]	-20%	-1%	-19%	3%	4
Cn1cccc1/C=C1\SC(=O)N(CC(=O)Nc2ccc(Cl)cc2)C1=O	-1%	-3%	-16%	-2%	?	2%	-8
CC(c1ccccc1)C1C(C#N)=C(N)OC2=C1C(=O)CC(C)(C)C2 (stereo not drawn)	·	33%[activator]	-16%	-3%	5%	0%	-65*
CCOc1cc(C2Nc3cccc4cccc(c34)N2)ccc1O	-19%	-10%	-57%	?	?	2%	·
COc1ccccc1C(=O)NC(=S)N1CCc2ccccc21	-5%	49%[activator]	-8%[2.29 µM]	1%	?	3%	24
COc1ccc2c(c1OC)C(=O)N1C2SC[C@H]1C(=O)NC1CCCC1 (stereo partly drawn)	10%	6%	32%	-2%	2%	-4%	-25
NC(=O)COC(=O)c1c2c(nc3ccccc13)CCC2	-5%	-2%	-18%	?	-3%	2%	32
Cc1ccc(-n2nc(C)c(C3(O)C(=O)N(C(C)C)c4ccccc43)c2N)cc1 (stereo not drawn)	-2%	4%	-13%	-7%	0%	-9%	-14
CCOC(=O)C1(Cc2cccc(OC)c2)CCN(Cc2cnc(SC)nc2)CC1	4%	-10%	95%[activator]	7%	-3%	5%	?

Taken from above:
`Cc1ccc(-n2nc(C)c(C3(O)C(=O)N(C(C)C)c4ccccc43)c2N)cc1` (stereo not drawn) in AmpC inh no detg: -13%
`Cn1cccc1/C=C1\SC(=O)N(CC(=O)Nc2ccc(Cl)cc2)C1=O` in HCMV inh: -8
`CC(c1ccccc1)C1C(C#N)=C(N)OC2=C1C(=O)CC(C)(C)C2` (stereo not drawn) in AMA1 RON2 block: 33%[activator]
`COc1ccccc1C(=O)NC(=S)N1CCc2ccccc21` in AmpC inh detg: 1%
`CCOC(=O)C1(Cc2cccc(OC)c2)CCN(Cc2cnc(SC)nc2)CC1` in Tb PYK inh: 4%
`CCOc1cc(C2Nc3cccc4cccc(c34)N2)ccc1O` in AMA1 RON2 block: -10%
`COc1ccc(OC)c(NC(=O)CSc2nc3cccnc3n2C)c1` in Tb PYK inh: 3%

Continuation.
SMILES	Tb PYK inh	AMA1 RON2 block	AmpC inh no detg	AmpC inh detg	HCV inh	LmPK inh	HCMV inh
CC(C)NC(=O)CSc1nnc(-c2ccco2)n1N	-8%	6%	-18%	0%	21%	-3%	-1
COc1ccc(Cl)cc1NC(=O)CN1C(=O)NC2(CCCC2)C1=O	-14%	-14%	-2%	-7%	?	9%	-24
N/C(Cc1ccc(Cl)cc1Cl)=N\OC(=O)Cc1ccccc1	-13%	108%[activator]	-27%	-7%	1%	1%	22
O=C(NCN1CCCCC1)c1cccnc1	2%	3%	-7%	3%	?	0%	4
CC(C)CNC(=S)N1CCN(C)CC1	8%	?	-17%	1%	14%	-6%	-20
COc1cc(NC(=O)c2nc(-c3ccc(Cl)cc3)n3c2CCCCC3)cc(OC)c1OC	-8%	·	·	15%	·	·	4

Compound activity: PubChem BioAssay, National Center for Advancing Translational Sciences (NCATS)
